Screening results as filed in PubChem.
CD40 NFkB inh = inhibitors of CD40-induced NF-kB signaling, primary screen, BL2 cells, luciferase reporter, single point; CD40L-induced, 4 h; inhibition, % at 10 µM; actives 0.94% (n = 83,000); AID 1053188, 2014;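 active = mean inhibition of at least 50% with a set share of replicates also reaching that level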;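 also: 0% = neutral control wells and 100% = IKK inhibitor VII at 50 µM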
Numbers without * were called inactive; [ ] = remark or other dose. These rows are one share of the data. The share of hits here may be higher or lower than overall.

SMILES | CD40 NFkB inh
Cc1cc(C(=O)Nc2ccc(S(=O)(=O)Nc3onc(C)c3C)cc2)cs1 | 8
O=C(c1ccc(F)c(S(=O)(=O)N2CCOCC2)c1)N(c1ccccc1)c1ccccn1 | 17
CCOC(=O)c1c(C)nc2cc(C)cc(C)n12 | -2
O=C(CCl)NC(Cc1ccccc1)c1ccccc1 (stereo unspecified) | 8
CCC(=O)N1CC2(C1)[C@@H](c1ccc(-c3ccc(F)cc3)cc1)[C@@H](CO)N2C(C)=O | -7[25 µM]
Cn1cnc(S(=O)(=O)N2C[C@H](O)COC[C@H]3O[C@H](CC(=O)NCc4cccc(F)c4)CC[C@@H]32)c1 | -1[25 µM]
Cc1nn(C)c2c1NC(=O)CS2 | 16
O=C(Nc1ccccc1N1CCOCC1)c1cnccn1 | 13
O=C(C1CC1)N1CCN(S(=O)(=O)c2ccc3c(c2)OCCO3)CC1 | 14
O=C(Nc1ccc(-c2csnn2)cc1)C1CC1 | -29
CN1C(=O)c2cc(NC(=O)c3cccc(C(F)(F)F)c3)ccc2OC[C@H]2O[C@H](CC(=O)NCCN3CCCC3)CC[C@@H]21 | 2[25 µM]
Cc1ccc(OCCCCn2ccnc2)c(Cl)c1 | -44
CN(CC(=O)Nc1ccc(Cl)c(C(F)(F)F)c1)C(=O)CCNC(=O)c1ccco1 | 2
CN1C(=O)c2ccccc2Sc2ccc(NC(=O)N3CCOCC3)cc21 | 8
Cc1cccc(-c2ccc([C@H]3[C@@H](CO)N4CCCCN(CCC(F)(F)F)C[C@H]34)cc2)c1 | -22[25 µM]
COc1cccc2c(=O)c3ccoc3n(C)c12 | 0
O=C(CNC(=O)c1ccco1)NC1CCCCCC1 | -33
CC(=O)Nc1ccc(S(=O)(=O)Nc2cccc(S(=O)(=O)N(C)c3ccccc3)c2)cc1 | 11
CC(=O)c1ccc(Nc2ncnc3ccc(Br)cc23)cc1 | -1
Cc1ccc(C(=O)Nc2ccc(C(=O)N3CCCCC3)cc2)o1 | -27
COc1cc(/C=N/NC(=O)c2cccs2)ccc1OCc1ccccc1 | -57
Cc1nn(-c2ccccc2)c(C)c1C(=O)OCC(=O)N1CC(=O)Nc2ccccc21 | -9
CCc1noc(C)c1C(=O)Nc1ccc(-c2nnc3n2CCCCC3)cc1 | 5
Cc1nc(Nc2ccccc2C)c2cnn(C)c2n1 | 1
CC1(C(=O)NS(=O)(=O)c2ccc(C#N)cc2)CCN1C(=O)Cc1ccc(Cl)cc1Cl (stereo unspecified) | -3
Cc1ccc(C(=O)NC2CCC(C)CC2)s1 (stereo unspecified) | -15
COc1cccc(CNC(=O)CCC2CCCN(C(=O)C3CCOCC3)C2)c1 (stereo unspecified) | 6
O=C(CSc1nc(=O)n2ccccc2n1)NCc1ccccc1 | -9
N#C[C@H]1[C@@H](c2ccccc2C2=CCCC2)[C@H](CO)N1C(=O)CN1CCOCC1 | -17[25 µM]
O=C(COC(=O)CCc1c[nH]c2ccccc12)Nc1ccccc1 | -18
CCCCC(=O)Nc1ccc(C(=O)NCC(=O)OC)cc1 | 9
CCCC#Cc1cnc2c(c1)C(=O)N([C@H](C)CO)C[C@@H](C)[C@@H](CN(C)C(=O)Cc1ccncc1)O2 | 3[25 µM]
N#C[C@@H]1[C@@H](c2ccc(-c3cccc(F)c3)cc2)[C@H](CO)N1C(=O)CN1CCOCC1 | -3[25 µM]
C#CCn1c(C)cc(C)c(S(=O)(=O)c2ccccc2)c1=O | -43
COc1ccccc1-c1ccc([C@@H]2[C@@H](C#N)N(C(=O)C3CCCC3)[C@@H]2CO)cc1 | 3
COc1ccc(OCc2cccc(C(=O)Nc3ccc(CN4CCCCC4)cc3)c2)cc1 | -25
COCCNC(=O)CCc1nnc(Cc2ccc(-c3ccccc3)cc2)o1 | 1
O=S(=O)(c1ccc(-c2cc(C(F)(F)F)on2)s1)N1CCCC1 | -5
O=C(CCNC(=O)c1ccc(Br)cc1)NCCCc1ccccc1 | -13
COc1ccc2c3c([nH]c2c1)[C@@H](CO)N(S(C)(=O)=O)CC31CN(C(=O)Cc2cccnc2)C1 | -19[25 µM]
CC1CCc2c(sc3ncnc(NCCN4CCOCC4)c23)C1 (stereo unspecified) | 4
CCCS(=O)(=O)NC(=O)C1(C)CCN(C(=O)c2cc(F)cc(F)c2)C1 (stereo unspecified) | 2
Cc1cccc(-c2ccc([C@H]3[C@@H](CO)N4CCCCN(S(=O)(=O)c5ccccc5F)C[C@H]34)cc2)c1 | 24[25 µM]
C(=C\c1ccc(C2[C@H]3CNC[C@@H]2N3Cc2ccc3c(c2)OCO3)cc1)/c1ccccc1 (stereo partly specified) | -3
COc1ccccc1-c1ccc([C@@H]2[C@H](CO)N3CCCCN(C(=O)c4cccnc4)C[C@@H]23)cc1 | -21[25 µM]
CCN(CC)CC(O)COCCC12CC3CC(CC(C3)C1)C2 (stereo unspecified) | 2
CCCNC(=O)N1[C@@H]2c3cccc(=O)n3C[C@H]1[C@H](CO)[C@H]2C(=O)N1CCC(Cc2ccccc2)CC1 | 1[25 µM]
Cc1ccsc1C(=O)OCC(=O)c1cc(C)n(C)c1C | 62*
COC(=O)c1c(NC(=O)Cc2cccs2)sc(C)c1C | 3
CN1C[C@@H]2[C@H](c3ccccc31)[C@H](CO)N2C(=O)C1CC1 | -1
CN1[C@@H]2c3ccc(/C=C/c4ccccc4)c(=O)n3C[C@@H]2[C@@H](CO)[C@@H]1C(=O)NC1CCC1 | -12
CCOC(=O)CN1C(=O)COc2ccc(C(C)(C)C)cc21 | 3
COc1ccc(NC(=O)C2CCCN(c3ncnc4onc(-c5ccc(F)cc5)c34)C2)cc1 (stereo unspecified) | 15
Cc1nc[nH]c(=O)c1Br | 3
CCCC#Cc1ccc([C@H]2[C@@H](CO)N(C(C)=O)[C@H]2CN(C)C(=O)C2CC2)cc1 | 1[25 µM]
COc1ccccc1-c1nc(C#N)c(N2CCc3ccccc3C2)o1 | 12
COc1cc(CCC(=O)NCC2CCCO2)cc(OC)c1OC (stereo unspecified) | 6
O=C(NCc1ccc2c(c1)OCO2)c1ccc(S(=O)(=O)N2CCOCC2)cc1 | 18
CC(OC(=O)c1ccc(Br)c(S(=O)(=O)N2CCOCC2)c1)C(=O)NC1CCCCC1C (stereo unspecified) | -2
N#C[C@@H]1[C@H](c2ccccc2-c2ccccc2F)[C@@H](CO)N1C(=O)C1CC1 | -6[25 µM]
(listing goes on)
SMILES | CD40 NFkB inh
O=C(Nc1ccccc1)N1CC(=O)N2[C@H](C1)[C@@H](c1ccc(C#CC3CCCCC3)cc1)[C@@H]2CO | 35[25 µM]
Cc1cc(NC(=O)COC(=O)c2oc3c(Cl)cccc3c2C)no1 | 2
COc1ccccc1C(=O)COC(=O)C1CCN(S(=O)(=O)c2ccccc2)CC1 | 2
O=[N+]([O-])/C(Cl)=C(/NCCO)C(Cl)=C(Cl)Cl | 6
CNC(=O)c1sccc1-n1cccc1 | 11
COc1cccc(/C=N/NC(=O)c2cnccn2)c1 | -54
Cc1ccc(C(=O)NCCNC(=O)CN2CCOCC2)cc1 | 9
Cc1ccc(S(=O)(=O)c2nc(S(C)(=O)=O)sc2NCC2CCCO2)cc1 (stereo unspecified) | 0
CCCCCSc1nnc(N)s1 | 9
C[C@@H]1CN([C@H](C)CO)C(=O)c2cccc(NC(=O)Nc3ccc(F)cc3)c2O[C@H]1CN(C)S(=O)(=O)c1ccc(Cl)cc1 | -3[25 µM]
CCC(C)N(C(=O)COC(=O)c1nc(Cl)ccc1Cl)C1CCS(=O)(=O)C1 (stereo unspecified) | 3
CCN(CC(=O)Nc1ccc(C#N)cc1)CC(=O)Nc1ccc2c(c1)OCCO2 | -16
O=C1NC2C(NC(=O)N2C2CCCCC2)N1C1CCCCC1 (stereo unspecified) | 7
C[C@H](CO)N1C[C@H](C)[C@H](CN(C)S(C)(=O)=O)OCc2ccccc2-c2ccccc2C1=O | -26[25 µM]
Cc1csc(SCCn2c(Br)nc3c2c(=O)[nH]c(=O)n3C)n1 | 5
CN(C)C(=O)c1cccc(-c2ccc3c(c2)[C@H]2[C@H](CCN2C(=O)C2CC2)[C@H](CO)N3)c1 | -12
CC(=O)NCc1ccc(-c2csc(-c3cccs3)n2)cc1 | -102
C/C(=N\NC(=O)c1cccc(S(=O)(=O)N2CCOCC2)c1)c1ccc(C)cc1 | -3
CN(C)CC(=O)N1[C@H](CO)[C@@H](c2ccccc2)C12CN(CC1CCOCC1)C2 | -17[25 µM]
COc1ccccc1C(=O)N1C[C@H]2[C@@H](c3ccccc31)[C@H](CO)N2C(=O)C1CC1 | 6
CC1=CCC(C(=O)O)C(C(=O)NC2CCCCC2)C1 (stereo unspecified) | 10
CCN(C(=O)Cn1c(=O)oc2cc(S(=O)(=O)N3CCOCC3)ccc21)c1ccccc1 | 5
Cc1ccc(S(=O)(=O)C=CS(=O)(=O)c2ccc(C)cc2)cc1 | 101*
COc1ccc([C@H]2CC=CC[C@H](C)Oc3ccccc3C(=O)N(C)[C@@H](Cc3ccccc3)C(=O)N2)c(OC)c1 (mixture of isomers) | 23[25 µM]
COc1ccccc1-c1ccc2n(c1=O)C[C@H]1[C@H](CO)[C@@H](C(=O)N[C@@H](C)c3ccccc3)[C@@H]2N1C | -8[25 µM]
O=C(O)[C@H]1[C@H](CO)[C@H]2Cn3c(ccc(-c4cncnc4)c3=O)[C@H]2N1C(=O)C1CCCCC1 | 4
O=C(Cc1nnc(NC(=O)Nc2ccccc2)s1)NCc1ccccc1 | 9
Cc1nn(CC(=O)Nc2ccc3c(c2)CCC3)c(C)c1[N+](=O)[O-] | -3
COc1ccccc1CN1C[C@@H]2N[C@H](C1)C2c1ccc(-c2ccc(C(=O)N(C)C)cc2)cc1 (stereo partly specified) | -14[25 µM]
COCC#Cc1ccc2c(c1)O[C@@H](CN(C)C(=O)C1CCOCC1)[C@H](C)CN([C@@H](C)CO)S2(=O)=O | -6[25 µM]
O=C(Nc1ccccc1N1CCOCC1)c1ccncc1 | 6
COc1ccc(N2CC(NC(=O)Nc3ccccc3)CC2=O)cc1 (stereo unspecified) | 0
CC(=O)c1c(C)nc(C)nc1NC(=O)Cc1ccccc1 | 4
Cc1cnc(C)c(N2CCN(Cc3nc(-c4ccc(C)o4)oc3C)CC2)n1 | 7
Cc1cc(C)n2ncc(C(=O)NCCc3ccccc3)c2n1 | -17
O=C(N1CCOCC1)N1CCN(C(=O)N(c2ccccc2)c2ccccc2)CC1 | -13
NC(=O)C1Cc2ccccc2CN1C(=O)c1nn(Cc2ccccc2)c(=O)c2ccccc12 (stereo unspecified) | 4
Cc1cc(C)n(-c2nnc(NC34CC5CC(CC(C5)C3)C4)nn2)n1 | -7
COc1cc(CNC(C)c2ccccc2)cc(Cl)c1OCC(=O)Nc1ccccc1 (stereo unspecified) | 12
Cc1oc(CSCCSCc2cc(C(=O)O)c(C)o2)cc1C(=O)O | 11
COc1ccccc1NCCC(=O)OCC(=O)NC1CCCCCC1 | 5
Cc1nc(-c2ccc(S(=O)(=O)N3CCCN(CCc4ccccc4)CC3)s2)cs1 | -5
O=C(Nc1cccnc1Cl)c1ccc2c(Cl)c3c(nc2c1)CCC3 | -17
Cc1ccc(S(=O)(=O)N2CCC[C@H]2C(=O)NC2CCCCC2)cc1 | 9
CN(Cc1cccs1)C(=O)Cc1c[nH]c2ccccc12 | -9
C/C(N)=C(/C#N)C(=O)COC(=O)[C@@H](NC(=O)c1ccccc1Cl)C(C)C | 12
CN(CC(=O)Nc1ccc2c(c1)CCC2)CC(=O)Nc1ccccc1Br | 4
N#Cc1ccc(S(=O)(=O)N2CCCCC2c2cc(C(=O)NCc3ccccc3)no2)cc1 (stereo unspecified) | 10
C[C@@H]1CN([C@@H](C)CO)C(=O)c2ccccc2-c2ccccc2CO[C@H]1CN(C)S(=O)(=O)c1ccc([N+](=O)[O-])cc1 | 2[25 µM]
O=C(COC(=O)CCCc1nc2ccccc2s1)NC(=O)NCc1ccco1 | 1
O=Cc1ccnc(-c2ccc(OC(=O)c3ccco3)cc2)n1 | -8
Cc1ccc(NC(=O)c2ccco2)nc1 | -39
CN(CCc1ccccn1)C(=O)CCC1CCCN(C(=O)c2ccc3c(c2)OCCO3)C1 (stereo unspecified) | -3
C=CCNC(=S)N/N=C/c1ccc(C(F)(F)F)cc1 | -15
OCCC1CN(Cc2cccn2-c2ccccn2)CCN1C1CCCC1 (stereo unspecified) | 13
COc1ccc(S(=O)(=O)Nc2ccc(-n3cnnn3)cc2)cc1[N+](=O)[O-] | -15
Nc1ccc2oc(C3CCCCC3)nc2c1 | -47
O=C(Nc1ccc2c(c1)OCO2)c1cnc2n(c1=O)CCS2 | -70

Compounds above that have fluorine, in the order listed:
SMILES | CD40 NFkB inh
O=C(c1ccc(F)c(S(=O)(=O)N2CCOCC2)c1)N(c1ccccc1)c1ccccn1 | 17
CCC(=O)N1CC2(C1)[C@@H](c1ccc(-c3ccc(F)cc3)cc1)[C@@H](CO)N2C(C)=O | -7[25 µM]
Cn1cnc(S(=O)(=O)N2C[C@H](O)COC[C@H]3O[C@H](CC(=O)NCc4cccc(F)c4)CC[C@@H]32)c1 | -1[25 µM]
CN1C(=O)c2cc(NC(=O)c3cccc(C(F)(F)F)c3)ccc2OC[C@H]2O[C@H](CC(=O)NCCN3CCCC3)CC[C@@H]21 | 2[25 µM]
CN(CC(=O)Nc1ccc(Cl)c(C(F)(F)F)c1)C(=O)CCNC(=O)c1ccco1 | 2
Cc1cccc(-c2ccc([C@H]3[C@@H](CO)N4CCCCN(CCC(F)(F)F)C[C@H]34)cc2)c1 | -22[25 µM]
N#C[C@@H]1[C@@H](c2ccc(-c3cccc(F)c3)cc2)[C@H](CO)N1C(=O)CN1CCOCC1 | -3[25 µM]
O=S(=O)(c1ccc(-c2cc(C(F)(F)F)on2)s1)N1CCCC1 | -5
CCCS(=O)(=O)NC(=O)C1(C)CCN(C(=O)c2cc(F)cc(F)c2)C1 (stereo unspecified) | 2
Cc1cccc(-c2ccc([C@H]3[C@@H](CO)N4CCCCN(S(=O)(=O)c5ccccc5F)C[C@H]34)cc2)c1 | 24[25 µM]
COc1ccc(NC(=O)C2CCCN(c3ncnc4onc(-c5ccc(F)cc5)c34)C2)cc1 (stereo unspecified) | 15
N#C[C@@H]1[C@H](c2ccccc2-c2ccccc2F)[C@@H](CO)N1C(=O)C1CC1 | -6[25 µM]
C[C@@H]1CN([C@H](C)CO)C(=O)c2cccc(NC(=O)Nc3ccc(F)cc3)c2O[C@H]1CN(C)S(=O)(=O)c1ccc(Cl)cc1 | -3[25 µM]
C=CCNC(=S)N/N=C/c1ccc(C(F)(F)F)cc1 | -15
